Compound activity from PubChem BioAssay.
AmpC detergent – qHTS Inhibitors of AmpC Beta-Lactamase (assay with detergent) | AmpC hydrolysis of nitrocefin, absorbance 480 nm, 0.01% Triton | Potency, µM (highest dose often 114 µM), for inactives: at the top dose activity change, negative = inhibition, hits mostly inhibitors | hit rate 0.041% among 370,000 | AID 485294, 2010;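 further: potency means the concentration at half of the fitted maximal effect; 0% = no-compound wells and -100% = no-enzyme wells; nearly all actives have a fitted effect of over 25% in size; some results filed as inactive show a strong effect at the top dose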
Target sequence (P00811 whole entry, looked up): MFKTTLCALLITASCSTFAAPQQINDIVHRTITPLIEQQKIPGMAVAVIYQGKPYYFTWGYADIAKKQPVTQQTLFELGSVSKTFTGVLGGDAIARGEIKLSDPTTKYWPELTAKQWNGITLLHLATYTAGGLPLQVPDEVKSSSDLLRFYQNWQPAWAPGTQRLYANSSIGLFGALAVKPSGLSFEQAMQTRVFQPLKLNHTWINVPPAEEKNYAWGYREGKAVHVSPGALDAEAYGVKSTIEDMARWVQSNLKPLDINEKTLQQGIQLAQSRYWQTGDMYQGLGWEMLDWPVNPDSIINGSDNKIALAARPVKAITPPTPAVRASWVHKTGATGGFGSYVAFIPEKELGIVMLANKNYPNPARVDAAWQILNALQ
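20 mM phosphate pH 7.0 + 0.01% (detergent screen) or 0.0001% Triton X-100; 5.3 nM AmpC reagent; cpd preinc 15 min RT; nitrocefin (800 uM stock) to start; A480 q20 s × 4 min; Activity was normalised to no-enzyme and no-compound control wells.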
HCMV inh – qHTS Assay for inhibitors of the human cytomegalovirus (HCMV) | HFF cells, HCMV-luciferase reporter, 72 h; stronger effect = lower value | hit rate 4.5% among 410,000 | AID 1259415, 2018 | activity change, negative = inhibition, % at 57.5 µM; in the data active means activity change below about -60%; inconclusive means no clear call, values can overlap the other calls; inactive means above about -39%
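Compounds were evaluated in HFFs infected with an HCMV luciferase reporter virus (MOI 1 PFU/cell). Luciferase in lysates collected 72 h post infection served as the replication measure.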
Sm TGR block – qHTS Assay for the Inhibitors of Schistosoma Mansoni Peroxiredoxins; Potency, µM (series often up to 114 µM), for the others: top-dose activity change, negative = inhibition, usual class: inhibitors; purified TGR, DTNB reduction, TNB absorbance 405 nm; Schistosoma mansoni thioredoxin glutathione reductase (TGR), Q962Y6; AID 485364, 2010; hit rate 3% among 360,000; further: potency means the concentration at half of the fitted maximal effect; nearly all actives have a fitted effect of over 60% in size
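Kinetic colorimetric format: TGR-catalysed, NADPH-driven DTNB reduction monitored via TNB absorbance. Enzyme dispensed at 20 nM; compound exposure 15 min at room temperature before reaction start.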
AmpC no deterg – qHTS Inhibitors of AmpC Beta-Lactamase (assay without detergent); P00811; AmpC nitrocefin hydrolysis, absorbance 480 nm, 0.0001% Triton; Potency, µM (series often up to 57.1 µM), inactives show at the top dose activity change, negative = inhibition, actives largely listed as inhibitors; hit rate 0.52% among 330,000;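 further: potency means the concentration at half of the fitted maximal effect; plate controls were no compound for no effect and no enzyme for full effect; nearly all actives have a fitted effect of over 20% in size; some results filed as inactive show a strong effect at the top dose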
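20 mM phosphate pH 7.0 + 0.01% (detergent screen) or 0.0001% Triton X-100; 5.3 nM AmpC reagent; cpd preinc 15 min RT; nitrocefin (800 uM stock) to start; A480 q20 s × 4 min; Activity was normalised to no-enzyme and no-compound control wells.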
Giardia FBPA inh – qHTS Assay for Inhibitors of Fructose-1,6-bisphosphate Aldolase from Giardia Lamblia | Potency, µM (series often up to 59.6 µM), for inactives: top-dose activity, negative = inhibition, hits mostly inhibitors | hit rate 0.71% among 290,000 | A8B2U2 | purified Giardia FBPA; further: potency means the concentration at half of the fitted maximal effect; nearly all actives have a fitted effect of over 55% in size
Target sequence (A8B2U2 whole entry, looked up): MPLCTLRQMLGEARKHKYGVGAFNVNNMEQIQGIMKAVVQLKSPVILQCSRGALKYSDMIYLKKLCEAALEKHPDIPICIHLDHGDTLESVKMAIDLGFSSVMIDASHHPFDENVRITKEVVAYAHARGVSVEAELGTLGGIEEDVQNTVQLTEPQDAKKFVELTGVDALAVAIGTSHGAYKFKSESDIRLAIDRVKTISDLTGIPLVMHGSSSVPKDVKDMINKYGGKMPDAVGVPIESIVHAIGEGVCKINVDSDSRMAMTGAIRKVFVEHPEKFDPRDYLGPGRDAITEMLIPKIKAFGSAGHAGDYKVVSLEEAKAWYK
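40 nM FBPA preincubated 10 min at RT with compound (up to 57.5 uM final), then substrate plus GAPDH/TPI/NAD/arsenate coupling and diaphorase/resazurin added. Fluorescence read after 20 min at RT, 525/598 nm.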
AMA1-RON2 inh – qHTS for Inhibitors of AMA1-RON; Towards Development of Antimalarial Drug Lead: Primary Screen; Plasmodium falciparum AMA1 (3D7) - RON2 peptide interaction; AlphaScreen AMA1-biotinylated RON2 peptide binding; Potency, µM (titrated, usually from 58.2 µM), without a hit: at the top dose activity change, negative = inhibition, usual class: inhibitors; hit rate 0.2% among 360,000;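 further: potency means the concentration at half of the fitted maximal effect; 0% = vehicle wells and -100% = peptide control; nearly all actives have a fitted effect of over 45% in size; some results filed as inactive show a strong effect at the top dose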
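AMA1 (3D7) with his tag at 25 nM final met compounds first, then biotinylated RON2 peptide at 25 nM; detection used donor plus acceptor beads, 10 µg/mL apiece, read by AlphaScreen after 30 min at room temperature.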
* marks the source's active call; other numbers are inactive results; ? = inconclusive; . = no result given; & = joins results of further samples; ! = repeats disagree; [ ] = dose if it differs, or a comment. Unless noted, the call rests on the fitted dose curve; in most records, active means well fitted curve in the direction sought with a large enough effect; inconclusive means small, poorly fitted or top-dose-only effect, or another doubt; inactive means no such curve, though single readings can be large; an effect the other way counts as inactive or inconclusive. Unless noted, on the % scale 0 is the no-effect control and ±100 the full control effect.

entry	smiles	AmpC detergent	HCMV inh	Sm TGR block	AmpC no deterg	Giardia FBPA inh	AMA1-RON2 inh
1	CCN(c1ccccc1C)S(=O)(=O)c1nnc(NC(=O)c2ccco2)s1	1.6%&8.2%	-1.5&-30.0	20µM*!	-33.4%	.	-4.6%
2	CNc1nn(-c2cccc(Cl)c2)nc1N	1.7%	94.4	2.1%	-16.0%	-7.1%	-23.0%
3	COc1ccc(NC(=S)NCCc2ccc(S(N)(=O)=O)cc2)c(OC)c1	1.4%	-22.6	-16.9%	-3.4%	?	-4.6%
4	COCCN1CCn2c(nc3cc(NC(=O)Cn4nc(C)c5ccccc5c4=O)ccc32)C1	5.0%	52.8	25.1µM*	73.3%[activator]	-2.6%	22.6%
5	COc1ccc(C(=O)OCC(=O)NC2CCCC2)c(OC)c1	-3.3%	-7.4	16.0%	-1.6%	9.2%	0.5%
6	CC1CCN(C(=O)CNC(=O)CNS(=O)(=O)c2ccccc2)CC1	-0.7%	-15.4	-17.3%	-14.5%	0.6%	-0.1%
7	O=C(c1ccccc1)c1ccc(OCCCCN2CCCCC2)cc1	-6.5%	-8.4	-3.3%	-3.3%	-25.7%	-21.1%
8	O=C(C/C(=N/O)c1ccccc1O)C(F)F	-13.2%	11.0	-24.2%	-28.0%	-1.2%	23.6%
9	CCOC(=O)c1c(C)sc(-c2c(-c3cc(C)ccc3C)[nH]c3c2c(=O)[nH]c(=O)n3C)c1O	14.0%	-9.7	7.0%	.	.	.
10	COC(=O)c1c(C)sc(-c2c(-c3ccc4c(c3)OCCO4)[nH]c3c2c(=O)n(C)c(=O)n3C)c1O	0.7%	-13.2	4.0%	.	.	.
11	CC(C)(C)c1ccc(C(=O)N2CCN(Cc3cc(=O)n4nc(-c5ccccc5F)sc4n3)CC2)cc1	18.6%	4.4	4.7%	.	.	.
12	CN1CCN(C(=O)C2CCCN(S(=O)(=O)c3ccc(Br)cc3)C2)CC1 (centres undefined)	1.2%	?	3.0%	38.9%	.	-3.7%
13	O=C1CCC(C(=O)N2CCN(c3cnccn3)CC2)CN1CCc1cccc(F)c1 (centres undefined)	1.9%	.	-7.0%	40.5%	.	-5.3%
14	CCN(CC)c1ccc(CNCCCSc2nnnn2C)cc1	24.0%	-13.8	-2.1%	.	.	.
15	Cc1cc(C=C(C#N)C#N)c(C)n1-c1ccccc1	5.0%	62.8	0.0%	-16.9%	0.0%	4.1%
16	COc1cccc(CNc2ccc([N+](=O)[O-])cc2Cl)c1O	6.4%	-18.8	9.4%	-10.8%	-6.4%	-20.9%
17	COC(=O)c1cc(S(=O)(=O)N2CCCC2)c(Cl)cc1Cl	-0.6%	10.9	4.3%	-13.2%	11.9%	15.2%
18	O=C(NCC(c1ccco1)N1CCCCC1)c1ccc(OCc2ccccc2)cc1 (centres undefined)	-4.0%	3.2	-10.0%	30.2%	-8.3%	-5.5%
19	O=C(NC(=S)Nc1ccc(CN2CCOCC2)cc1)c1ccc(-c2cccc(Cl)c2)o1	6.4%	?	-32.9%	88.4%[activator]	-11.5%	23.2%
20	COc1cc(C(N)=O)cc(Cl)c1OCc1ccccc1	?	25.3	3.6%	-33.4%	-1.7%	2.2%
21	CC(C)COc1cccc(C(=O)NC(=S)Nc2cccc(NC(=O)c3ccccc3Cl)c2)c1	2.3%	-4.9	5.9%	-28.6%	-0.3%	?
22	O=C(c1cccc(S(=O)(=O)N2CCc3ccccc32)c1)N1CCN(c2ccccn2)CC1	-2.2%	-78.0*	8.9%	74.6%[activator]	-5.6%	-6.1%
23	CCOc1ccccc1N1CCN(C(=O)CCCN2C(=O)c3cccc4cccc(c34)C2=O)CC1	1.0%	?	3.7%	170.7%[activator]	11.2%	-1.3%
24	COc1ccccc1Oc1coc2c(CN3CCN(C)CC3)c(O)ccc2c1=O	-6.6%	-16.4	-17.3%	-46.8%	10.5%	19.0%
25	COc1ccc(NC(=O)CSc2n[nH]c(N)n2)c([N+](=O)[O-])c1	-14.4%	-15.5	13.3%	-32.1%	-2.1%	-0.1%
26	Cc1cc(C)n2nc(CCc3ccccc3)nc2n1	-11.0%	-0.8	0.0%	-7.6%	1.1%	4.7%
27	C=C1CCC[C@]2(C)C[C@H]3OC(=O)C(CNC(C)CC)[C@H]3CC12 (some centres undefined)	2.4%	36.3	-4.3%	-30.3%	1.5%	3.0%
28	COC(=O)Cn1c(N)[n+](Cc2ccccc2)c2ccccc21	-7.3%	9.6	-9.8%	-17.3%	.	-8.7%
29	CCN1C(=O)C(O)(c2c(C)[nH]c3ccccc23)c2ccccc21 (centres undefined)	18.6%	6.7	13.1%	.	.	.
30	CCOC(=O)c1nn(-c2c(C)n(C)n(-c3ccccc3)c2=O)cc1O	-11.6%	-39.5	-12.0%	-5.2%	-0.9%	12.4%

entry	smiles	AmpC detergent	HCMV inh	Sm TGR block	AmpC no deterg	Giardia FBPA inh	AMA1-RON2 inh
31	CC1(C)N=C2C(=[N+]1[O-])CCC/C2=N\O	8.9%	45.7	8.1%	-0.7%	1.0%	-2.6%
32	CCOc1ccccc1N1CCN(CC(O)COc2ccc3c(C)cc(=O)oc3c2)CC1 (centres undefined)	1.4%	21.5	2.4%	77.8%[activator]	4.0%	-0.1%
33	COc1ccc(NC(=O)c2nc(-n3nc(C)cc3C)ccc2Cl)cc1Cl	0.1%	?	-1.1%	-16.9%	18.5%	45.6%[activator]
34	O=C(NCN1CCCCC1)c1cnccn1	-6.9%	-23.7	1.5%	3.8%	-4.2%	-1.0%
35	COc1ccc(S(=O)(=O)N2CCN(c3cnccn3)CC2)cc1	.	28.3	.	-6.9%	.	-19.8%
36	C/C(=N\Nc1ccc2nncn2n1)c1ccc(Cl)s1	-5.5%	27.0	-13.9%	-15.0%	0.4%	-0.7%
37	Cc1ccc(C2CN=NC23CCc2ccccc2C3=O)cc1 (centres undefined)	?	36.0	-1.0%	-22.0%	-5.9%	6.1%
38	CC(C)Nc1nc(Oc2cccc(Cl)c2Cl)cc(C(F)(F)F)n1	5.2%	-10.9	12.2%	-25.8%	-0.9%	-1.0%
39	Cc1nc(-c2ccccc2)sc1C1(C)CC(c2ccc(OC(F)(F)F)cc2)=NO1 (centres undefined)	-1.9%	14.5	-4.3%	3.2%	0.9%	7.3%
40	COc1ccccc1C(=O)N/C(=C/c1ccco1)C(=O)Nc1ccc(C(=O)O)cc1	-3.3%	12.3	50.1µM*	-22.4%	-17.7%	0.6%
41	CCCNC(=O)NS(=O)(=O)c1cnccc1Sc1ccc(Cl)c(Cl)c1	?	0.1	?	-29.3%	13.9%	-0.7%
42	Cc1ccccc1NC(=O)c1ccc2[nH]c(C)c(C)c2c1	-2.5%	22.1	1.4%	.	.	.
43	Cc1cc(C)cc(NS(=O)(=O)c2ccc3[nH]c(=O)[nH]c3c2)c1	-7.0%	26.4	3.1%	-23.1%	-2.8%	-4.3%
44	COc1cc(SC)ccc1C(=O)NCCOc1ccc(Cl)cc1	?	?	-4.3%	13.9%	0.2%	1.0%
45	CC(C)C[C@H](N)C(=O)N1CCC(C(=O)N[C@H](C(=O)NC(C)c2ccccc2)C(C)C)CC1 (some centres undefined)	?	-29.5	4.6%	-17.0%	-7.6%	17.8%
46	CCC(=O)OCCNc1cc(Sc2nc3ccccc3[nH]2)c2nonc2c1[N+](=O)[O-]	?	-11.4	0.562µM*	-48.8%	?	4.3%
47	Cc1ccc(N(CC(=O)NCc2ccccc2Cl)S(=O)(=O)c2c(C)noc2C)cc1	?	?	0.7%	0.4%	4.4%	-8.0%
48	Cc1ccccc1C(=O)NC(=S)Nc1sc2c(c1C#N)CCCC2	?	-11.2	-26.9%	-53.9%	-13.0%	26.4%
49	COc1cc(C(CC(=O)N2CCCC2)c2c(OC)cc(OC)c3c(-c4ccccc4)cc(=O)oc23)cc(OC)c1OC (centres undefined)	2.2%	-14.0	-16.6%	207.2%[activator]	-7.0%&-0.3%	-2.9%
50	O=C(Nc1ccc(N2CCOCC2)cc1)C1CC(=O)N(c2ccccc2)C1 (centres undefined)	2.4%	?	7.4%	-2.5%	-4.7%	-11.6%
51	CC(C)c1cccc(C(C)C)c1NC(=O)CNCc1ccccc1F	-3.4%	-38.3	-8.8%	27.0%	-25.6%	?
52	CCC(C)NC(=O)Cn1c(=O)cc(-c2ccccc2)c2c(C)nn(C)c21 (centres undefined)	17.7%	8.4	7.5%	.	.	.
53	O=C(c1cccc(Br)c1)N1CCN(c2ccc(N3CCOCC3)nn2)CC1	-12.4%	-7.2	-3.8%	-2.3%	.	-16.3%
54	COC(=O)c1c(Oc2ccc(C(C)=O)cc2)nnc(-c2ccccc2)c1-c1ccccc1	-3.1%	-13.9	13.3%	.	.	.
55	CC(=O)NC1c2ccccc2C(=O)N1Cc1ccccc1 (centres undefined)	-1.7%	9.3	-4.5%	-1.7%	0.5%	6.4%
56	O=C(Cn1cc(C(=O)c2ccco2)c2ccccc21)NC1CC1	9.2%	-24.2	4.9%	-24.0%	-0.9%	8.4%
57	COc1ccccc1NC(=O)CCc1nnc2ccc(N3CCC4(CC3)OCCO4)nn12	-6.4%	-30.8	-2.7%	28.9%	.	6.5%
58	CCOCCCNC(=S)N(CCCN(C)C)Cc1cc2cc3c(cc2[nH]c1=O)OCCO3	?	65.8	?	16.9%	4.4%	8.5%
59	CCOC(=O)C(=O)Nc1ccccc1C(=O)NC(C)C	0.6%	10.2	-8.2%	-17.1%	2.5%	-5.5%
60	CCCn1c2ccccc2c2cnn(CC(=O)N(CCCOC(C)C)Cc3ccco3)c(=O)c21	2.9%	-27.0	-2.7%	.	.	.

4 compounds from above, arranged by formula weight, low to high:
entry	smiles	AmpC detergent	HCMV inh	Sm TGR block	AmpC no deterg	Giardia FBPA inh	AMA1-RON2 inh
25	COc1ccc(NC(=O)CSc2n[nH]c(N)n2)c([N+](=O)[O-])c1	-14.4%	-15.5	13.3%	-32.1%	-2.1%	-0.1%
17	COC(=O)c1cc(S(=O)(=O)N2CCCC2)c(Cl)cc1Cl	-0.6%	10.9	4.3%	-13.2%	11.9%	15.2%
50	O=C(Nc1ccc(N2CCOCC2)cc1)C1CC(=O)N(c2ccccc2)C1 (centres undefined)	2.4%	?	7.4%	-2.5%	-4.7%	-11.6%
4	COCCN1CCn2c(nc3cc(NC(=O)Cn4nc(C)c5ccccc5c4=O)ccc32)C1	5.0%	52.8	25.1µM*	73.3%[activator]	-2.6%	22.6%

Compound profiles, as listed above. Values in the order: AmpC detergent	HCMV inh	Sm TGR block	AmpC no deterg	Giardia FBPA inh	AMA1-RON2 inh
`Cc1cc(C)cc(NS(=O)(=O)c2ccc3[nH]c(=O)[nH]c3c2)c1` is listed as -7.0%	26.4	3.1%	-23.1%	-2.8%	-4.3%
`COc1ccc(S(=O)(=O)N2CCN(c3cnccn3)CC2)cc1` is listed as .	28.3	.	-6.9%	.	-19.8%
